Tb MetRS inh: Trypanosoma brucei MetRS inhibition; purified T. brucei MetRS, ATP depletion, Kinase-Glo luminescence; inhibition, % at 11.9 µM; 360,000 tested, 0.4% active; AID 624268;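 active = inhibition above a per-plate cutoff of the control wells' mean inhibition plus 3 SD, cut at about 5.5% in these data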;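 also: 0% = DMSO wells median and 100% = median of wells with control inhibitor compound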
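Test system: purified T. brucei MetRS enzyme. Also added: ATP, methionine and E. coli bulk tRNA substrates. Compound: 11.9 µM single point. Schedule: 15 min enzyme-compound preincubation, 2 h reaction, 10 min detection, 25 °C. Signal: luciferase luminescence of residual ATP, Kinase-Glo. Evaluation: percent inhibition versus plate control medians. Controls: DMSO wells, low control.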
eLon inh: E. coli protease La inhibition; P0A9M0; purified E. coli Lon protease, fluorescence polarization; inhibition, % at 7.94 µM; 360,000 tested, 0.42% active; in the data active = inhibition above about 13%, passing the limit was not always enough;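 also: 0% = enzyme with probe and DMSO and 100% = no enzyme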
MsrA act: activates bovine MsrA enzyme; purified bovine MsrA, absorbance read-out; activation, % at 10.6 µM; 360,000 tested, 0.3% active; AID 602163; in the data active = activation above about 7.5%;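 also: 0% = vehicle and 100% = reference activator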
FAS-TE inh: inhibitors of human fatty acid synthase thioesterase domain | P49327 | recombinant FAS-TE, OMFH fluorogenic substrate, fluorescence endpoint | inhibition, % at 15 µM | 360,000 tested, 0.67% active | AID 602261;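 active = compounds whose normalised, plate-corrected inhibition of enzyme fluorescence in the single-dose primary screen is 50% or more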;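 also: 0% = DMSO with enzyme and 100% = substrate without enzyme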
Target sequence (P49327 whole entry, looked up, the tested form may be a part): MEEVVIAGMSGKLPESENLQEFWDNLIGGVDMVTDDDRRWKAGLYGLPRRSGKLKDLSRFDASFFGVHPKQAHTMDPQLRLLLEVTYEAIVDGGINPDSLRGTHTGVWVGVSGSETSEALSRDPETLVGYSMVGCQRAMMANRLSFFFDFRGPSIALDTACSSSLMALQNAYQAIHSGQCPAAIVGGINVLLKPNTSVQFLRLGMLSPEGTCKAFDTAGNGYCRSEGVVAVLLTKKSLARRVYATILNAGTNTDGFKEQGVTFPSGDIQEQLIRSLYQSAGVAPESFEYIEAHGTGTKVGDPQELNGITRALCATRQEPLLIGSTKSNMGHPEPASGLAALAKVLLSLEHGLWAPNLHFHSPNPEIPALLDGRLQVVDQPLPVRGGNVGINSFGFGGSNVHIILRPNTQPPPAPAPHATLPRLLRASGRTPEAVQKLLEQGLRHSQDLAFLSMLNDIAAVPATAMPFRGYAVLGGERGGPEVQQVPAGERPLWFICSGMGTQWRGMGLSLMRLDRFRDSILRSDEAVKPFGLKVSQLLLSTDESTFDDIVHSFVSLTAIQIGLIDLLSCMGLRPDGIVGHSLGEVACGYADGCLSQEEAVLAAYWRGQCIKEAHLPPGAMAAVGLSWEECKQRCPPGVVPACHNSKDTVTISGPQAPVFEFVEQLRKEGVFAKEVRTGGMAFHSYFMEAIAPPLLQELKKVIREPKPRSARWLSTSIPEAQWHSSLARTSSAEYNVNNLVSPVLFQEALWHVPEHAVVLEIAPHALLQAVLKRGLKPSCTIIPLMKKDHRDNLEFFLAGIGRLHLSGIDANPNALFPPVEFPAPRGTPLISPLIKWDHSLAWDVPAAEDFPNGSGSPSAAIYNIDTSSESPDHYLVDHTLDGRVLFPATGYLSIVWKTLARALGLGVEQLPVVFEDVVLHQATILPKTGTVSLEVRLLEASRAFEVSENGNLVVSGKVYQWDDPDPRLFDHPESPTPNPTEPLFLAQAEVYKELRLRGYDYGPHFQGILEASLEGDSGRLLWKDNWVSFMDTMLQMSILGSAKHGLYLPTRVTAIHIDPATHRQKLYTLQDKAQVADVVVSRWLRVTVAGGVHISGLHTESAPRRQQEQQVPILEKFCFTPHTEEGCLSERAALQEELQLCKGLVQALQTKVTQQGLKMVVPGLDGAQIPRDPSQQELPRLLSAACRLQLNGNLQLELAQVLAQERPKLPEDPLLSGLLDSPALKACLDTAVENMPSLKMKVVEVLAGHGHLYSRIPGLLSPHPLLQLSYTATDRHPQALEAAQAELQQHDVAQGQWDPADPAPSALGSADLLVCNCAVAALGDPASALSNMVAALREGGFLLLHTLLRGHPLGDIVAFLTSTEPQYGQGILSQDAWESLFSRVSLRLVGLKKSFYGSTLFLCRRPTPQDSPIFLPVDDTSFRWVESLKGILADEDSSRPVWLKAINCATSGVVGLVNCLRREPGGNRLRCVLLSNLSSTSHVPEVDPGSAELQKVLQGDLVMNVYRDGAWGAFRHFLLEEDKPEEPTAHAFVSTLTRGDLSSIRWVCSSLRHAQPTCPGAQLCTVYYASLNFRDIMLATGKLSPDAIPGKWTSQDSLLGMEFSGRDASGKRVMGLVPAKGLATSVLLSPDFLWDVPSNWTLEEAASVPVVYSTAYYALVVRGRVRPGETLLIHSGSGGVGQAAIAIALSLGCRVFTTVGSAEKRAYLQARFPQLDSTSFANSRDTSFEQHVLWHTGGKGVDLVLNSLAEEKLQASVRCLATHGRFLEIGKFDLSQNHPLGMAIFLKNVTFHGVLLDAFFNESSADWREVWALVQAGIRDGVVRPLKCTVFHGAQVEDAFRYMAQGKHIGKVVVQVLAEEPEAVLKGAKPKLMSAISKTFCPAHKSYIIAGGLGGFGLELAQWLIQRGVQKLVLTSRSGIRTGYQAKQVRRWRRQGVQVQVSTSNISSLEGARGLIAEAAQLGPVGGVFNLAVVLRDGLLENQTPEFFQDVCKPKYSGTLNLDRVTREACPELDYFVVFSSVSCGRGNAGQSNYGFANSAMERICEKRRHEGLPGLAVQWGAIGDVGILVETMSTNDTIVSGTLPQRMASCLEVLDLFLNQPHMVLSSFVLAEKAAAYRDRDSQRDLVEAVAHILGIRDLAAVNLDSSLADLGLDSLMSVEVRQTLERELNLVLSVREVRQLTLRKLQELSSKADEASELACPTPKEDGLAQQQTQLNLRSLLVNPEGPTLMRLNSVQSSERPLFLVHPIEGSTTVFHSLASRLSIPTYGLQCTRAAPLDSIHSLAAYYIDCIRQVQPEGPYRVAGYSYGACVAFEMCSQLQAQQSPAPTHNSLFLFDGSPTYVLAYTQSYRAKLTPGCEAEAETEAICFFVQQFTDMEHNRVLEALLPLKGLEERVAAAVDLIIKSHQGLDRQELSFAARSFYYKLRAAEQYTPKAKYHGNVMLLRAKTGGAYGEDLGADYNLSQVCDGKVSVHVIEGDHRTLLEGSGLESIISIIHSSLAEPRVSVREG
Rin1 Abl inh: inhibitors of human Rin1-Abl protein interaction; inhibition, % at 7.35 µM; 360,000 tested, 0.4% active; TR-FRET Rin1/Abl binding, biochemical; in the data active = inhibition above about 5%, passing the limit was not always enough
MLLE-PAM2 inh: inhibitors of microRNA-mediated deadenylation, human PABP1 MLLE binding; P11940; GST-MLLE / FITC-PAM2 fluorescence polarization; inhibition, % at 20 µM; 360,000 tested, 0.36% active; AID 588489; in the data active = inhibition above about 35%, passing the limit was not always enough;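 also: plate controls were DMSO wells with GST-MLLE for no effect and wells lacking GST-MLLE protein for full effect; some results filed as inactive read as strong as hits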
MsrA inhibitor: inhibitors of bovine MsrA; 360,000 tested, 0.75% active; inhibition, % at 15.5 µM; AID 651718; purified bovine MsrA, absorbance read-out; in the data active = inhibition above about 4.5%;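 also: 0% = vehicle wells with enzyme and 100% = reference inhibitor wells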
CSN inh: blocks human CSN-mediated cullin deneddylation; Purified CSN, SCF-Nedd8-OG deneddylation, fluorescence polarization; inhibition, % at 12.5 µM; 360,000 tested, 0.38% active; AID 651999;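 active = pattern-corrected inhibition above about 35%, with an unprinted fluorescence ratio check between 0.5 and 1.5, limit read from the data, passing the limit was not always enough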;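 also: 0% = enzyme with substrate and 100% = substrate without enzyme; some results filed as inactive read as strong as hits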
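Assay system: Purified human Csn5 enzyme expressed in HEK293T cells | Amount: Enzyme 0.24 nM | Measured by: Fluorescence polarization readout | Medium: Tris/NaCl/DTT buffer, pH 7.5 | Compound dosing: One concentration, 12.5 µM, 0.25% DMSO | Times: 90 min incubation of compound, enzyme and substrate at room temperature | Control set: no-enzyme wells high, enzyme-with-substrate wells low | Read-out: % inhibition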
Neddylation inh: blocks human cullin neddylation; P61081+Q13564; TR-FRET cullin neddylation, biochemical; calls only at 25 µM; 360,000 tested, 0.58% active; in the data active = inhibition above about 36%
Starred values were filed as active, the others as inactive; i = inactive; nt = no result given.

1: CCCCC(CC)C(=O)Nc1cc(C(=O)NCc2ccc(C)cc2)ccc1N1CCC2(CC1)CC(c1cccc(Br)c1)=NO2 (stereo not drawn)
2: O=C1NC2=C(C(=O)CCC2)C(c2ccccc2)N1 (stereo not drawn)
3: O=C(NC1CCCCC1)C(c1ccco1)N(C(=O)C(F)(F)F)C1CC1 (stereo not drawn)
4: COc1cc(/C=N/NS(=O)(=O)c2ccc(C)cc2)ccc1OCc1cccc(C(=O)O)c1
5: CN(Cc1ccccc1)CC(O)CN(C)Cc1ccccc1
6: O=C(O)C1CCN(c2ccc(S(=O)(=O)N3CCCCC3)cc2[N+](=O)[O-])CC1
7: CC1=C(C(=O)N2CCOCC2)CC(CC(=O)NCCN2CCOCC2)C(=O)N1Cc1ccccc1 (stereo not drawn)
8: Nc1ccc(C=C2C=Cc3ccccc32)cc1

assay / entry	1	2	3	4	5	6	7	8
Tb MetRS inh	0.8	-0.2	-0.6	-0.2	-0.3	-0.4	-1.1	0.3
eLon inh	-0.9	1.3	7.2	-0.8	-7.0	-3.4	-5.0	-4.5
MsrA act	-2.5	-2.6	-0.8	-2.5	-1.4	-1.4	-12.7	-4.9
FAS-TE inh	11.4	-4.3	1.0	0.1	-9.9	-5.0	-9.2	22.3
Rin1 Abl inh	4.3	-1.2	-2.6	-2.2	5.9	-5.1	1.9	-4.5
MLLE-PAM2 inh	-8.1	-11.3	9.1	-59.7	0.3	3.0	-4.8	8.6
MsrA inhibitor	-1.5	0.1	-0.6	0.6	0.5	-0.5	0.5	0.7
CSN inh	8.4	-1.8	4.0	3.1	0.0	3.9	-3.5	0.9
Neddylation inh	i	i	i	i	i	i	i	i

9: O=C(Cn1c(-c2ccccc2)c[n+]2ccsc12)c1ccccc1
10: CN(C)C1(CNC(=O)C2CCC(=O)N(Cc3ccc(Cl)cc3)C2)CCCCC1 (stereo not drawn)
11: O=C(CN1C(=O)NC2(CCCC2)C1=O)NC(c1ccccc1)c1ccccc1
12: CN(CC(=O)Nc1ccc(Cl)c(C(F)(F)F)c1)C(=O)Cc1cccs1
13: Cc1cc(C)cc(C(=O)N(NC(=O)Nc2ccc(Cl)cc2)C(C)(C)C)c1
14: Cn1c(=O)oc2cc(S(=O)(=O)NCCC(=O)Nc3ccc4c(c3)OCCO4)ccc21
15: CC1=C(C(=O)OCc2ccccc2)C(c2cccc([N+](=O)[O-])c2)NC(=O)N1C (stereo not drawn)
16: CC(=O)Nc1ccc(SC(Sc2ccc(NC(C)=O)cc2)c2ccccc2)cc1

assay / entry	9	10	11	12	13	14	15	16
Tb MetRS inh	-1.1	-0.6	-0.1	0.6	-1.6	-0.9	-0.9	0.0
eLon inh	-0.3	1.0	-7.1	10.5	-5.1	-12.0	-3.2	-9.4
MsrA act	-8.9	-4.4	5.0	-3.2	-1.9	-6.6	-0.8	-5.8
FAS-TE inh	-6.6	-2.8	-2.0	21.1	8.5	-3.6	19.7	26.8
Rin1 Abl inh	-5.4	2.6	-0.5	-0.6	-2.0	0.8	0.3	1.9
MLLE-PAM2 inh	-3.6	6.1	-35.4	8.6	1.3	-8.6	3.0	19.9
MsrA inhibitor	1.0	-0.3	-0.6	1.9	0.8	0.2	-0.1	0.6
CSN inh	-6.5	3.3	-0.3	0.2	-1.1	-4.5	0.0	-4.4
Neddylation inh	i	i	i	i	i	i	i	i

Ordered by value in CSN inh (largest number first): some entries from above.
entry | mol | Tb MetRS inh | eLon inh | MsrA act | Rin1 Abl inh | MLLE-PAM2 inh | MsrA inhibitor | CSN inh | Neddylation inh
5 | CN(Cc1ccccc1)CC(O)CN(C)Cc1ccccc1 | -0.3 | -7.0 | -1.4 | 5.9 | 0.3 | 0.5 | 0.0 | i
16 | CC(=O)Nc1ccc(SC(Sc2ccc(NC(C)=O)cc2)c2ccccc2)cc1 | 0.0 | -9.4 | -5.8 | 1.9 | 19.9 | 0.6 | -4.4 | i
9 | O=C(Cn1c(-c2ccccc2)c[n+]2ccsc12)c1ccccc1 | -1.1 | -0.3 | -8.9 | -5.4 | -3.6 | 1.0 | -6.5 | i

Going on with the list:
17: CN1/C(=C\C=[N+](C)c2ccccc2)C(C)(C)c2ccccc21
18: CCCCC[C@H](C)N1C[C@H](COCc2ccccc2)Oc2cc(N3CC[C@@H](N(C)C)C3)ccc2S1(=O)=O
19: O=C(CCNS(=O)(=O)c1cccs1)Nc1nccs1
20: Clc1ccc(SCCOCCN2CCCCCC2)cc1
21: Cc1cc(C(C#N)c2ccccc2F)n2ncnc2n1 (stereo not drawn)
22: Cc1n[nH]c(=O)nc1NC1CCCCC1
23: CC(C)(C)c1ccc(C(=O)N/C(=C\c2cccc([N+](=O)[O-])c2)C(=O)Nc2cccc(C(=O)O)c2)cc1
24: Cc1ccc(C)c(S(=O)(=O)N2CCCC2CNC(=O)C(=O)NC2CC2)c1 (stereo not drawn)

assay / entry	17	18	19	20	21	22	23	24
Tb MetRS inh	0.1	-0.3	-1.0	-0.8	-0.9	-1.3	-1.4	0.0
eLon inh	-4.0	-0.1	-8.2	-4.2	1.8	-3.0	-4.2	-7.9
MsrA act	-3.8	2.4	-6.3	-2.9	-9.9	-3.1	-3.3	-2.4
FAS-TE inh	-5.2	25.0	-9.3	-0.6	5.4	-3.8	83.4*	-6.1
Rin1 Abl inh	-1.9	nt	0.3	4.8	1.2	4.3	-0.3	-2.6
MLLE-PAM2 inh	-82.4	nt	-17.7	-4.9	-15.9	5.8	4.3	-0.6
MsrA inhibitor	1.0	-0.9	-0.1	-0.2	2.2	0.4	0.3	0.0
CSN inh	2.8	-0.2	1.6	4.0	1.6	-2.7	3.2	-8.0
Neddylation inh	i	i	i	i	i	i	i	i

25: COc1cccc(-c2ncc3ccccc3c2COC(=O)c2ccc(C(C)(C)C)cc2)c1
26: CNC(=S)N/N=C/c1cn(CCOc2ccc(OC)cc2)c2ccccc12
27: Cc1noc(C)c1S(=O)(=O)NCCc1ccc(S(N)(=O)=O)cc1
28: CCCc1nc(SCc2ccc(OCC)cc2)n[nH]1
29: Cc1ccc(-c2nnn(CC(=O)N(CC(=O)NCc3ccccc3)c3cccc(C)c3C)n2)o1
30: Cc1ccccc1OCc1nc(-c2ccc(NC(=O)c3cccs3)cc2)no1
31: CCCC(=O)Nc1cccc(NC(=O)Cc2ccc(Cl)cc2)c1
32: CCN(CC)c1ccc(NC(=O)COc2ccc(N(C)S(=O)(=O)c3cccs3)cc2)cc1

assay / entry	25	26	27	28	29	30	31	32
Tb MetRS inh	-0.2	-0.1	-0.3	-0.5	-0.2	-0.4	0.5	2.9
eLon inh	7.0	6.0	-2.5	-8.1	-2.9	1.8	4.2	7.9
MsrA act	-2.0	-0.6	2.9	-2.9	-3.0	0.2	-0.9	-4.9
FAS-TE inh	29.3	24.6	3.2	-1.6	17.3	21.8	-4.3	17.6
Rin1 Abl inh	0.3	-3.3	4.8	1.2	-1.6	-1.6	-0.8	1.1
MLLE-PAM2 inh	-6.1	18.8	-0.5	-4.7	-16.9	-1.3	6.5	-8.0
MsrA inhibitor	-0.5	1.8	-0.8	0.0	-0.6	-1.3	0.3	0.3
CSN inh	0.8	-0.6	-4.0	-2.1	0.7	-3.8	-0.3	-1.2
Neddylation inh	i	i	i	i	i	i	i	i

33: Cc1cc(NC(=O)COC(=O)COc2ccc(Cl)cc2C)c([N+](=O)[O-])cc1C
34: COC(=O)c1ccc2c(=O)n(CC3CCCO3)c(SCC(=O)Nc3ccc(OC)cc3OC)nc2c1 (stereo not drawn)
35: CN(Cc1ccccc1)S(=O)(=O)c1ccc(Cl)c(C(=O)N2CCC(C(N)=O)CC2)c1
36: O=C(O)C1CC=CCC1C(=O)N1CCc2ccccc21 (stereo not drawn)
37: COc1ccc2nc(N3C(=O)CNC3=S)sc2c1
38: [N-]=[N+]=CC(=O)CCCN1C(=O)c2ccccc2C1=O
39: Cc1cc(C)cc(OCC(O)CN2CCN(Cc3ccc4c(c3)OCO4)CC2)c1 (stereo not drawn)
40: NC1=NC(c2cccc(Cl)c2)N(CCc2ccc(F)cc2)C(N)=N1 (stereo not drawn)

assay / entry	33	34	35	36	37	38	39	40
Tb MetRS inh	-0.2	-0.2	-0.2	-0.4	-0.9	0.5	0.2	-0.2
eLon inh	7.2	-1.6	1.1	-3.4	-6.1	8.3	8.1	-1.5
MsrA act	-3.8	-1.0	-9.6	-4.5	-6.2	-1.1	-1.6	-6.0
FAS-TE inh	12.4	15.5	-5.3	-4.7	-7.1	-7.2	-2.6	-11.2
Rin1 Abl inh	-6.1	-0.6	0.4	-0.3	1.8	-1.1	0.4	0.9
MLLE-PAM2 inh	4.2	-4.7	-0.7	-0.2	-1.7	4.2	1.8	15.5
MsrA inhibitor	1.7	1.4	-1.1	-0.8	3.8	1.4	-0.2	-1.0
CSN inh	-5.9	4.7	-1.9	0.4	4.3	-4.3	-11.8	-0.3
Neddylation inh	i	i	i	i	i	i	i	i

41: c1csc(C2=NNC(=NC3CCCCC3)SC2)c1
42: O=[N+]([O-])c1cc(C(F)(F)F)ccc1NC1CCN(Cc2ccccc2)C1 (stereo not drawn)
43: CC(=O)Nc1cccc(N2CCCC2=O)c1
44: Cc1cc(C(=O)COC(=O)CNS(=O)(=O)c2ccc3ccccc3c2)c(C)n1-c1ccccc1
45: CCN1C(=O)CC(N2CCN(c3ccc(C(=O)c4ccccc4)cc3)CC2)C1=O (stereo not drawn)
46: Cc1cc(C)c(NS(=O)(=O)c2ccc(NC(=O)CCC(=O)O)cc2)c(C)c1
47: O=C(CCN1C(=O)C2C3C=CC(C4CC34)C2C1=O)Oc1cccc2cccnc12 (stereo not drawn)
48: CC(C)Oc1ccc(C2CCC(=O)NC2=O)cc1 (stereo not drawn)

assay / entry	41	42	43	44	45	46	47	48
Tb MetRS inh	-1.4	-0.3	-1.1	0.0	-0.6	0.4	-1.5	0.9
eLon inh	-2.9	-2.0	-1.3	-1.2	1.0	1.9	-17.2	-44.1
MsrA act	-14.4	1.1	-5.4	2.5	-4.2	0.7	-8.0	-3.6
FAS-TE inh	-15.9	28.0	-5.0	29.9	-3.6	-3.1	-7.7	-9.9
Rin1 Abl inh	4.2	-0.7	0.8	1.4	-1.1	3.5	-1.1	-0.8
MLLE-PAM2 inh	-93.2	-0.7	13.3	2.8	-11.1	-4.0	14.7	9.3
MsrA inhibitor	0.5	-0.8	0.0	0.6	3.1	1.6	-0.4	-1.0
CSN inh	-5.2	3.3	-1.9	-6.2	1.5	-10.8	-0.4	-4.0
Neddylation inh	i	i	i	i	i	i	i	i

49: CCn1c(SCC(=O)NCC(=O)Nc2ccc(F)cc2)nnc1-c1cccs1
50: COc1cc(/C=C2/C(=O)NN(c3cccc(Cl)c3)C2=O)cc(OC)c1O
51: O=C(Nc1cc(S(=O)(=O)N2CCOCC2)ccc1Cl)c1cc2ccccc2o1
52: O=C(NCc1nc(-c2ccccc2)no1)c1ccc(Br)o1

assay / entry	49	50	51	52
Tb MetRS inh	-0.9	-0.7	0.0	0.1
eLon inh	-8.3	-130.4	-12.2	3.1
MsrA act	-7.1	-4.3	-0.3	-4.9
FAS-TE inh	-3.3	-7.3	26.3	5.2
Rin1 Abl inh	5.8	0.7	-3.7	-0.6
MLLE-PAM2 inh	-17.1	-150.4	-1.6	5.4
MsrA inhibitor	-0.9	1.0	-1.0	0.7
CSN inh	1.1	27.6	1.6	-1.5
Neddylation inh	i	i	i	i

Compound activity (PubChem BioAssay)
